# Dynein cargo inh: blocks dynein driven cargo transport along microtubules | z-score, hits read low | 3617.4 mouse cells, GR-EGFP nuclear translocation imaging; test concentration mostly 20 µM; stimulated with dexamethasone, 1 µM; hits give low values | 220,000 compounds, 0.47% hits;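 active means plate z-score of nuclear minus cytoplasmic receptor signal below a set negative limit, without overly bright fluorescence or cell loss, cut at about -3.5 in these data, passing the limit was not always enough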;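 further: z-score of nuclear minus cytoplasmic ring GR-EGFP intensity difference per well; some compounds called inactive have numbers as strong as hits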
#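 Schedule: 48 h induction, then 1 h compound, then 30 min agonist, 37 °C. Buffer or medium: tetracycline-free induction medium containing charcoal-stripped FBS. Reagent: 1.0 µM final dexamethasone stimulus. Evaluation: nuclear versus cytoplasmic GR-EGFP signal, averaged per well. Signal: high-content fluorescence imaging after fixation.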
# MT stabilize HCS: stabilizes microtubules in HeLa cells; HeLa tubulin immunostaining HCS, 24 h; share of cells brighter than vehicle mean+2SD; % tubulin-high responders, % at 10 µM; 200,000 compounds, 0.83% hits; AID 2205;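 active means plate Z-score above 3 for both tubulin-high and condensed-nucleus cell shares, with cell loss under 80%, at 10 µM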;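 further: anti alpha tubulin signal scored within the nucleus-defined area of each cell; some results filed as inactive read as strong as hits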
# P. falciparum M17LAP: P. falciparum M17LAP inhibitors, primary screen, biochemical, fluorogenic H-Leu-NHMec substrate, 1536-well (AID 1619) | recombinant M17LAP, H-Leu-NHMec fluorogenic kinetic assay; higher % means a stronger effect | inhibition, % at 30 µM, or IC50 in µM where a hit was titrated | 220,000 compounds, 0.38% hits;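 active means compound inhibiting the enzyme by more than half at any dose during confirmatory dose-response retesting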;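 further: plate controls were full reaction with DMSO carrier for no effect and no enzyme background for full effect; strong numbers were not always called active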
# Autophagy HCS: autophagy modulation, high-content screen; MEF GFP-LC3 puncta imaging; test concentration mostly 10 µM; AID 463193; calls only at 10 µM (by protocol); 190,000 compounds, 0.98% hits;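 active means percentage of spot-positive cells more than 3 SD above its plate mean, without a fluorescence outlier flag or 80% toxicity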;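 further: spot-positive cell cutoff set from DMSO-treated cells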
# Ins promoter up: MIN6 insulin promoter up-regulation | AID 1625 | 190,000 compounds, 0.3% hits | MIN6 insulin promoter-GFP reporter, high-content imaging; hits give high values | z-score at 5 µM;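 active means z-score above 3 at 5 µM with at least 500 cells counted in the well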
# CSM14.1 death rescue: protection against thapsigargin-triggered cell killing – 384-well, CSM14.1, ATP luminescence, primary screen (AID 1222) | cellular ATP content (survival), % at 20 µM; hits with a dose series show EC50 in µM | CSM14.1 thapsigargin-induced death rescue, ATP luminescence; higher % means a stronger effect | 190,000 tested, under 10 active;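 active means EC50 below 50 µM in the dose-response confirmation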;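 further: death triggered by thapsigargin at about 15 µM added after 2 h compound pretreatment; cell ATP read after overnight thapsigargin exposure of roughly 18 to 22 hours; normalized against plate controls of thapsigargin alone and 5% DMSO vehicle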
# Lipid droplet: hepatic lipid droplet formation modulation; AML12 mouse hepatocytes, oleate lipid droplets, BODIPY imaging; inhibition, % at 6.5 µM; 240,000 compounds, 0.4% hits; AID 1656;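 active means lipid droplet intensity inhibited by at least 50%, with more than 500 cells counted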
#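 Assay system: AML12 mouse liver cells | Compound dosing: One dose, 6.5 µM compound | Read-out basis: Droplet intensity reduction, % inhibition | Measured by: Fluorescence imaging, 20x objective, two fields per well | Schedule: Overnight treatment with compound plus oleate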
# Yfh1-depleted yeast: enhancers of respiration in Yfh1-depleted yeast, dose response, Friedreich's ataxia, plus single-dose screen (AID 1465). S. cerevisiae Yfh1-off respiration, WST-1 reduction, 72 h; higher fold induction means a stronger effect. fold induction at 50 µM; hits with a dose series show EC50 in µM. 220,000 compounds, 0.074% hits;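 active means fold induction of absorbance versus untreated yeast above a set limit, then at least 30% activation at any dose in follow-up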;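 further: activators that raise dye reduction in frataxin-depleted yeast; strong numbers were not always called active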
# M1AAP inhibition: P. falciparum M1AAP inhibitors, biochemical, fluorogenic H-Leu-NHMec substrate, 1536-well (AID 1445); recombinant M1AAP, H-Leu-NHMec fluorogenic kinetic assay; higher % means a stronger effect; inhibition, % at 30 µM, or IC50 in µM where a hit was titrated; 220,000 compounds, 0.42% hits;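 active means primary inhibition above the hit cutoff, then over 50% inhibition at one or more dose response concentrations, cut at about 23% in these data, passing the limit was not always enough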;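 further: plate controls were DMSO full reaction for no effect and no enzyme background for full effect; strong numbers were not always called active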
# Dynein cargo inh cytoplasmic EGFP: recorded beside Dynein cargo inh, whose call it bears; z-score; measured here: cytoplasmic GR-EGFP intensity; hits give high values
# Dynein cargo inh nuclear GR-EGFP: recorded beside Dynein cargo inh, whose call it bears; z-score; measured here: nuclear GR-EGFP intensity;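 lower value marks the stronger effect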
# Dynein cargo inh cell count: further read-out of Dynein cargo inh, marked with its call; z-score; measured here: cell count per field
# Ins promoter up cell count: second read-out of Ins promoter up, no call of its own (marks repeat the call); cell count; measured here: cytotoxicity, nuclei count;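 total cells summed across four imaged fields per well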
# Lipid droplet cells 6.5 µM: second read-out of Lipid droplet, no call of its own (marks repeat the call); cell count; measured here: cell count, cytotoxicity flag;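 cells counted across two imaged fields per well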
# MT stabilize HCS Hoechst-high %: further read-out of MT stabilize HCS, marked with its call; % Hoechst-high responders; measured here: nuclear condensation Hoechst responders;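 share of cells brighter than vehicle mean plus two SD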
# MT stabilize HCS cytotoxicity %: further read-out of MT stabilize HCS, marked with its call; toxicity, %; measured here: cytotoxicity by cell density;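 0% = mean cell density of plate MIN control wells and 100% = no cells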
# Autophagy HCS cell loss 18 h: also measured in Autophagy HCS; calls as there; toxicity, %; measured here: cell loss, nuclei count;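 cell loss after 18 h compound exposure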
# An asterisk follows results filed as active; i = inactive; . = no result given; & = joins results of further samples.
# Sample of the layout:
SMILES,Dynein cargo inh,Dynein cargo inh cytoplasmic EGFP,Dynein cargo inh nuclear GR-EGFP,Dynein cargo inh cell count,MT stabilize HCS,MT stabilize HCS Hoechst-high %,MT stabilize HCS cytotoxicity %,P. falciparum M17LAP,Autophagy HCS,Autophagy HCS cell loss 18 h,Ins promoter up,Ins promoter up cell count,CSM14.1 death rescue,Lipid droplet,Lipid droplet cells 6.5 µM,Yfh1-depleted yeast,M1AAP inhibition
Cc1cccc(NC(=S)NNC(=O)c2csc(C(C)C)c2)c1,0.097,-0.21,0.4,-0.65,3.4,2.7,6.2,2%,i,-21,.,.,0.5%,15,760,i,-8%
CCOC(=O)c1cc(=O)c2ccc(OCC(=O)Nc3ccccc3)cc2o1,1.2,-0.24,0.43,-0.5,.,.,.,0%,.,.,-0.59,1336,.,-5,730,i,-4%

# The whole of this part, from the start:
SMILES,Dynein cargo inh,Dynein cargo inh cytoplasmic EGFP,Dynein cargo inh nuclear GR-EGFP,Dynein cargo inh cell count,MT stabilize HCS,MT stabilize HCS Hoechst-high %,MT stabilize HCS cytotoxicity %,P. falciparum M17LAP,Autophagy HCS,Autophagy HCS cell loss 18 h,Ins promoter up,Ins promoter up cell count,CSM14.1 death rescue,Lipid droplet,Lipid droplet cells 6.5 µM,Yfh1-depleted yeast,M1AAP inhibition
Cc1cccc(NC(=S)NNC(=O)c2csc(C(C)C)c2)c1,0.097,-0.21,0.4,-0.65,3.4,2.7,6.2,2%,i,-21,.,.,0.5%,15,760,i,-8%
CCOC(=O)c1cc(=O)c2ccc(OCC(=O)Nc3ccccc3)cc2o1,1.2,-0.24,0.43,-0.5,.,.,.,0%,.,.,-0.59,1336,.,-5,730,i,-4%
Cc1cc(N2CCCC2=O)ccc1S(=O)(=O)NCCOc1ccccc1,-0.087,-0.2,-0.026,-0.12,1.7,2.3,9.2,2%,i,14,-0.6,1449,0.8%,-20,646,i,5%
CN1CCN(C(=S)Nc2ccc(S(N)(=O)=O)cc2)CC1,0.93,-0.27,0.92,-0.86,1.7,2.8,5.1,8%,i,-7,-0.7,1665,-0.8%,0,696,i,11%
COc1cc(NC(=O)CN2C(=O)NC(c3ccccc3)(c3ccccc3)C2=O)c(C)cc1[N+](=O)[O-],0.73,-0.074,0.57,-0.2,2.4,3.0,15,-4%,i,6,-0.48,1522,-1.5%,-23,533,i,3%
Cn1c2c(c(=O)n(C)c1=O)C(CC(=O)Nc1ccccc1)C(=O)N2 (centres undefined),-0.65,0.51,-0.27,-0.00069,2.1,1.4,4.2,19%,i,-4,-0.14,1207,-3.3%,0,710,i,6%
Cc1ccc(-c2nc(CSCC(=O)N3CCN(C(=O)c4ccco4)CC3)c(C)o2)cc1,-0.58,-0.15,-0.13,-0.3,9.2,2.4,8.9,13%,i,7,-0.17,836,2.1%,.,.,i,7%
Cc1nn(C)c(Cl)c1CN1CCCC(CO)(Cc2cccc(Cl)c2)C1 (centres undefined),0.85,-0.09,0.64,-1.6,2.4,2.7,0.3,2%,i,22,-0.59,1540,-1.5%,-24,624,i,-10%
CC(C)NCC(O)COCc1ccc(Cl)cc1 (centres undefined),-0.11,-0.34,0.015,0.39,5.7,3.4,4.8,2%,i,-5,0.1,1264,3.3%,.,.,i,2%
Cc1ccc(C(c2c(C)n(C)n(-c3ccccc3)c2=O)c2c(C)n(C)n(-c3ccccc3)c2=O)s1,0.96,-0.2,0.53,-1.4,4.8,4.9,5.8,5%,i,17,-0.73,1156,-0.3%,8,695,i,-2%
CCNCc1ccccc1OCc1ccccc1,-1.1,-0.3,-0.31,0.67,5.7,2.6,4.8,1%,i,-13,-0.02,1397,-0.6%,-4,488,i,4%
Cc1cc(C)cc(N(CCC#N)C(=O)CSC2=Nc3ccccc3C3CC=NN23)c1 (centres undefined),-2.3,0.022,-0.82,0.14,5.0,2.4,7.2,6%,i,11,-0.51,1311,.,-6,716,i,1%
Cc1ccc(CSCC(=O)NCCCN2CCOCC2)cc1,0.78,-0.24,0.67,-0.02,2.8,1.9,5.1,-6%,i,28,-0.15,1443,0.2%,-12,724,i,-1%
Cc1cc(N/N=C/c2ccccc2F)nc(NCc2ccccc2)n1,-0.94,-0.26,-0.56,1.1,.,.,.,4%,.,.,-0.36,892,.,-15,738,i,4%
COc1cccc2cc(-c3ccnc(=S)[nH]3)oc12,1.4,-0.1,0.8,-0.9,4.0,2.0,0.6,1%,i,11,-0.63,1307,.,-12,696,i,9%
O=C(COC(=O)CCC(=O)c1ccc2c(c1)OCCO2)NCc1ccc2c(c1)OCO2,-0.28,-0.025,0.065,0.25,5.1,4.4,6.3,1%,i,-7,-0.27,1211,-2.1%,.,.,i,13%
C[n+]1c2n(c3ccccc31)N=C(c1ccccc1)CS2,-0.0023&-0.5,-0.18&-0.23,0.15&-0.13,0.07&0.084,7.4&2.1,1.5&1.5,7.1&1.2,0%&11%,i,11&10,-1.3&-0.87,603&594,-1.0%&4.7%,-30,623,i,-2%&8%
N#Cc1c2c(nc(N)c1-c1ccccc1)CCCCC2,-0.77,-0.26,-1,0.14,1.7,1.8,6.1,9%,i,7,.,.,0.6%,2,746,i,13%
O=C(NC(=S)Nc1ccc(NC(=O)c2cccs2)cc1)c1ccc([N+](=O)[O-])cc1,2.2,0.015,1.5,-1.4,3.4,0.6,14,5%,i,1,0.76,1458,2.3%,6,659,i,10%
NCCOc1ccc(C2CCCCC2)cc1,2.2,-0.055,1.3,0.35,4.4,0.8,0.3,2%,i,-43,.,.,-2.1%,-2,745,i,-3%
CN=C(Nc1ccc(Cl)cc1)c1cccc(C(F)(F)F)c1,-1.1,0.86,-0.59,0.36,1.6,1.7,6.4,-146%,i,1,.,.,-1.6%,.,.,i,2%
CC(C)(C(=O)c1ccccc1)/[N+]([O-])=C/c1ccc(F)cc1,-0.52,-0.035,-0.12,0.23,1.4,1.7,4.7,.,i,1,.,.,.,.,.,i,.
O=C(CSC1=NCCN1)NC1CCCCCC1,-0.89,-0.24,-0.61,0.47,0.9,1.2,14,4%,i,2,1.3,857,6.1%,-28,660,i,2%
Cn1c(=O)c2c(nc(CN3CCN(c4cccc(Cl)c4)CC3)n2CCc2ccccc2)n(C)c1=O,-0.59,0.061,-0.35,0.51,2.2,1.4,4.8,.,i,-8,.,.,.,.,.,i,.
O=c1c2[nH]c3ccc(F)cc3c2ncn1CCN1CCOCC1,-0.16,-0.19,-0.057,0.059,1.0,2.1,6.9,-1%,i,-13,-0.58,823,1.5%,.,.,i,0%
CC(C)(C)N=C1SCC(C)(/C=N/O)S1 (centres undefined),0.16,-0.15,0.079,-0.39,0.4,1.5,8.9,1%,i,-2,-0.08,1152,-0.5%,.,.,i,5%
Cc1ccc(Sc2nc(C)c([N+](=O)[O-])c(C)c2C#N)cc1,-0.38,-0.16,0.24,-0.35,.,.,.,-3%,.,.,-1.2,937,.,-2,659,i,0%
COC(C(=O)Nc1ccc(C(C)=O)cc1)c1ccccc1 (centres undefined),0.58,-0.26,0.28,-0.79,2.6,3.3,14,1%,i,-7,-0.03,1429,0.3%,-9,600,i,10%
CCc1nnc(NC(=O)CN2CCC(O)(c3ccccc3OC)CC2)s1,0.44,-0.21,-0.072,0.038,1.2,1.5,1.4,2%,i,-1,-0.69,1047,0.1%,.,.,i,3%
Cc1ccc2[nH]cc(CCNC(=O)CN3C(=O)c4ccccc4C3=O)c2c1,0.96,-0.25,0.67,-0.86,2.1,1.1,7.8,7%,i,11,1.9,1437,-3.5%,5,676,i,7%
COc1ccc(C2Nc3ccc4ccccc4c3-c3c2c(=O)oc2ccccc32)cc1 (centres undefined),0.85,-0.24,0.61,-0.013,2.6,2.9,3.2,0%,i,-6,.,.,0.6%,2,786,i,-4%
CCC(C)(C)n1nnnc1CN1CCSCC1,-0.88,-0.38,-0.12,-0.18,4.3,2.8,7.8,-5%,i,9,-0.76,900,3.0%,0,754,i,-5%
O=C(O)C1C2C=CC(C2)C1C(=O)NC(c1ccccc1)c1ccccc1 (centres undefined),-0.73,-0.12,-0.24,0.36,1.1,1.7,4.3,19%,i,-13,0.57,978,-3.4%,0,759,i,0%
CCN(CC(=O)NC(C)C)Cc1nc2sc3c(c2c(=O)[nH]1)CCC3,0.62,-0.27,0.32,0.28,3.9,2.4,3.8,-15%,i,-4,-0.36,942,1.1%,16,776,.,-5%
Cc1ccc(NC(=O)c2ccc(N3C(=O)C4CC=C(Cl)CC4C3=O)cc2)cc1 (centres undefined),-0.24,-0.32,-0.25,0.14,2.4,2.0,12,-4%,i,1,0.38,974,2.7%,5,724,i,2%
COc1ccc(OC)c(NC(=O)c2nnn(Cc3ccc(Br)cc3F)c2N)c1,0.17,-0.23,0.23,-0.29,7.9,4.9,3.0,4%,.,.,-1.1,1863,-2.0%,-30,663,i,-5%
Cc1ccc(-n2c(SCC(=O)NCCN3C(=O)CSC3=O)nnc2-c2ccccc2)cc1,0.67,-0.21,-0.058,-1.1,4.1,2.5,3.3,22%,i,-2,-0.06,1413,1.7%,-27,608,i,5%
